# Source: PubChem (The Scripps Research Institute Molecular Screening Center)
# FBW7 act: human FBW7 E3 ligase activation, primary screen; AID 1259310; normalized activity (activation), % at 26.1 µM; Q969H0; AlphaScreen FBW7–phospho-cyclin E peptide binding, activator screen; actives 0.13% (n = 650,000); in the data active = normalized activity above about 1.9%;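 also: purified mutant Fbw7 with reduced substrate affinity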
# TEAD-YAP inh: TEAD-YAP interaction inhibition; HEK-TIYL cells, TEAD-Gal4/YAP UAS-luciferase luminescence; actives 1.4% (n = 640,000); AID 1259422; inhibition, % at 9.12 µM; in the data active = inhibition above about 32%;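 also: 0% = median of test compound wells and 100% = reference inhibitor wells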
# GPR151 activ: activators of human GPR151. activation, % at 11.2 µM. actives 1% (n = 650,000). Q8TDV0. PathHunter beta-arrestin GPR151 cells, luminescence; in the data active = activation above about 4.9%;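 also: 0% = median of compound wells and 100% = cells with positive control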
# Target sequence (Q8TDV0 whole entry, looked up): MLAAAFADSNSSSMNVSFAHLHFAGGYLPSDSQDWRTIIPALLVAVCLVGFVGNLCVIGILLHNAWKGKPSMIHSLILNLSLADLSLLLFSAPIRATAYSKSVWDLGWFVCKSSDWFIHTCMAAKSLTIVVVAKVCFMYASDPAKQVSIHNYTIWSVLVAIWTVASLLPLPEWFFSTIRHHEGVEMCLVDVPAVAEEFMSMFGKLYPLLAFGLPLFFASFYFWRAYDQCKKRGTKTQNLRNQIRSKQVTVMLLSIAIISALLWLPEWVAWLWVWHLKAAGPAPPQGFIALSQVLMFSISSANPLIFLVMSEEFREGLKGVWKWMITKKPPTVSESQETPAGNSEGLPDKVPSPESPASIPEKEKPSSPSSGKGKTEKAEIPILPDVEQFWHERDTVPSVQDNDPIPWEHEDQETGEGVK
# MITF inh: human MITF inhibition, primary screen; inhibition, % at 2.6 µM; actives 0.91% (n = 650,000); AID 1259374; O75030; AlphaScreen MITF homodimerization, bead proximity signal; in the data active = inhibition above about 50%;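 also: 0% = vehicle wells with protein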
# Target sequence (O75030 whole entry, looked up): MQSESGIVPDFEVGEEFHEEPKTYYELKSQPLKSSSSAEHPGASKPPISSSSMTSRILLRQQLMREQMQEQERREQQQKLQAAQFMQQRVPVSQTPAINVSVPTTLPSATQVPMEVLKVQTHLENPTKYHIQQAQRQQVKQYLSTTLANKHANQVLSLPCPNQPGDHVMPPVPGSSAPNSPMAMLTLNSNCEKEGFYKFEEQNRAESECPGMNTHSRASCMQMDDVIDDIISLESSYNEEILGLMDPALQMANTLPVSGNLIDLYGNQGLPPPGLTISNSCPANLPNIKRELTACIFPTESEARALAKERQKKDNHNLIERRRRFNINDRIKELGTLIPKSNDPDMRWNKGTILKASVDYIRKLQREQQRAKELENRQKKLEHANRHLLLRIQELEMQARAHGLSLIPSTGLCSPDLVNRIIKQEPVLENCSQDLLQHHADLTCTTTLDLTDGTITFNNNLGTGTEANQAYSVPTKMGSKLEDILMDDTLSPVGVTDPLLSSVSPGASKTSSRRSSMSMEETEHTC
# * marks the source's active call; other numbers are inactive results. Random draw from the library. Share with any hit: about 3.4%.
canonical_smiles,FBW7 act,TEAD-YAP inh,GPR151 activ,MITF inh
CCCOc1ccc(N2C(=O)CC(N3CCN(c4cccc(Cl)c4)CC3)C2=O)cc1 (configuration not stated),0.0,-2,0.4,7
O=C(Nc1ccc(Br)cc1)C1CCN(C(=O)c2ccc(Cl)cc2)CC1,-0.1,-1,2.5,8
O=C1CCN(CCOc2ccc(Cl)cc2)CCN1Cc1ccccn1,0.4,3,-0.5,17
COc1ccc2cc3c(N)c(C(=O)Nc4nonc4C)sc3nc2c1,-0.1,-55,-0.2,-1
Cn1nc(C(C)(C)C)cc1C(=O)N1CCC2(CC1)CC(O)(c1ccc(F)cc1)CO2 (configuration not stated),1.0,-7,-1.2,9
Cc1sc(NC(=O)c2cccnc2)nc1-c1ccc2c(c1)CCN2C(=O)C(C)(C)C,-0.1,11,1.6,11
OCc1cnc(SCc2ccc(Br)cc2)n1Cc1ccc2c(c1)OCO2,-0.1,4,0.6,-2
O=C(NCc1ccco1)C1CCN(c2nc3ccccc3n2Cc2cccc(F)c2)CC1,0.0,-7,0.9,11
Cc1cc(Br)ccc1OCC(=O)O/N=C(\N)c1ccc([N+](=O)[O-])cc1,-0.2,-1,1.9,1
C=CCN1C(=O)/C(=C\c2cccs2)S/C1=N/c1nnc(CC)s1,0.1,1,1.3,-4
CCN1C2=C(C(=O)CCC2)C(c2cc(Br)c(O)c(OC)c2)C2=C1CCCC2=O,0.7,6,-1.1,6
CCCC/C=N/NC(=O)c1ccc(O)cc1,0.1,-23,-0.1,-2
CCOC(=O)CNc1nc(N2CCOCC2)nc(-n2nnc(C(=O)OCC)c2C)n1,0.0,-5,-0.6,-12
COc1ccc(N(CC(=O)Nc2ccc(C(N)=O)cc2)S(C)(=O)=O)cc1,-0.1,-9,1.4,-22
CCOC(=O)c1c(NC(=O)CSc2ncn[nH]2)sc2c1CCC2,-0.2,6,0.2,-2
CCOc1ccc(-c2nnc(SCC(=O)Nc3ccccc3Cl)nc2-c2ccc(OCC)c(OC)c2)cc1OC,-0.4,-2,-0.2,-4
COc1ccc(C(=O)NCCc2nnc3ccc(SCc4cc(C)ccc4C)nn23)cc1,0.0,12,-0.7,1
CCCN1CC(c2nc3ccc(-c4ccncc4)cc3[nH]2)Cc2ccccc21 (configuration not stated),0.0,-14,-1.3,-6
Cc1nc2ccc(NC(=O)CCc3ccccc3)cc2c(=O)n1Cc1ccccc1,-0.1,2,0.4,4
c1ccc(-c2csc(CN3CCc4nnc(C5CCCO5)n4CC3)n2)cc1 (configuration not stated),-0.1,-6,-1.1,-2

# Later entries:
canonical_smiles,FBW7 act,TEAD-YAP inh,GPR151 activ,MITF inh
COc1cc(/C=N/Nc2cccc(Cl)c2)cc(OC)c1O,0.3,1,0.3,-8
Cc1ccc(C(=O)NNC(=O)/C=C/c2ccccc2)cc1[N+](=O)[O-],-0.4,-3,-0.6,-4
O=C(N/N=C/c1ccc2c(c1)OCO2)c1ccc([N+](=O)[O-])cc1Cl,-0.1,10,1.0,3
Cc1[nH]c2c([N+](=O)[O-])cccc2c1-c1ccccc1,-0.1,-12,0.8,-7
CC(=O)Nc1ccc(NC(=O)c2cccc(N3CCOCC3)n2)cc1,0.1,3,2.6,0
CC1(C)C(=O)NCCN1C(=O)C1CCN(S(=O)(=O)c2ccc(F)cc2)CC1,0.2,0,-0.8,68*
COc1ccc2cc(C3CC(c4ccc(OC)c(OC)c4)=NN3C(C)=O)c(Cl)nc2c1 (configuration not stated),-0.1,-4,0.8,5
CN1CCN(c2ncnc3c2c(-c2ccccc2)cn3-c2cccc(Cl)c2)CC1,-0.3,-13,0.6,4
COc1ccccc1NS(=O)(=O)c1cccc(C(=O)Nc2ccc(Br)cc2)c1,0.1,1,-0.5,-1
Cc1ccc(C)c(OCCCCCCNCCO)c1,-0.1,8,1.5,2
COc1ccc(N(CC(=O)Nc2ccccc2C)S(=O)(=O)c2ccccc2)c(OC)c1,0.1,-1,-0.8,10
O=C(COc1ccc(Cl)cc1Cl)NCCS(=O)(=O)N1CCc2ccccc21,-0.1,-5,-0.4,-5
CCNc1nc(NC(C)C)nc(Oc2ccccc2C(=O)OC)n1,0.1,3,-0.3,14
C=CCOc1ccc(C(=O)N2CC(C)OC(C)C2)cc1 (configuration not stated),0.1,5,0.5,-11
CCOc1ccc(C(=O)NC(=S)Nc2ccc(N3CCCCC3)cc2)cc1,0.0,-4,-0.5,11
COc1ccc(CN2CCN(CCCc3ccccc3)CC2)c(OC)c1,-0.2,-2,-0.6,74*
COC(=O)c1c(OC2CCCC2)cc(=O)n2c1CCN(Cc1cnn(C)c1C)CC2,-0.3,4,-0.9,8
COCCNc1c(-c2ccc(O)cc2O)nc2cnccn12,-0.1,-5,0.7,1
CCc1ccc(C(=O)CSc2cccc[n+]2[O-])cc1,0.1,-35,2.2,6
CCc1nc(-n2ncc(C#N)c2N)c2c3c(sc2n1)CCCC3,0.1,-34,0.4,0

# Next entries follow:
canonical_smiles,FBW7 act,TEAD-YAP inh,GPR151 activ,MITF inh
S=c1[nH]nc(-c2cccnc2)n1C1CCCCC1,-0.1,-8,-1.9,-5
Cc1ccc(C(=O)COC(=O)CN2C(=O)C3C4CCC(C4)C3C2=O)cc1C (configuration not stated),0.1,-1,-0.3,5
O=C(NCc1ccccc1)C1C2C=CC3(CN(Cc4ccccc4)C(=O)C13)O2 (configuration not stated),-0.3,6,-1.4,-1
COc1cc2nc(CN3CCCC3c3nccs3)nc(N)c2cc1OC (configuration not stated),-0.2,30,0.1,64*
O=C(NC1CCCCC1)c1ccc(CNc2c(N3CCCC3)c(=O)c2=O)cc1,0.6,3,0.1,4
CCC(=O)N1CCN(c2ccc(NC(=O)c3ccc(OC)c([N+](=O)[O-])c3)cc2Cl)CC1,-0.1,3,1.3,11
COc1ccc(C(=O)NN2C(=O)C3C4C=CC(C5CC45)C3C2=O)cc1 (configuration not stated),0.2,1,0.4,-4
COc1cc(C(=O)NCCCC(=O)OC(C)C)cc(OC)c1OC,-0.1,-1,-0.2,-4
Nc1ccc2nc(SCC(=O)c3ccc(F)cc3)sc2c1,-0.2,1,-1.6,5
O=C(Nc1ccc([N+](=O)[O-])cc1)c1ccccc1,-0.1,2,-0.7,7
N#Cc1ccc(OCC(=O)NNC(=O)COc2ccc(Cl)cc2Cl)cc1,0.0,6,0.3,-4
O=C(CSc1nc2ccccc2[nH]1)OCc1ccccc1,-0.2,1,1.1,24
COc1ccc2c(c1)CCc1c(C(=O)Nc3ccc(C#N)cc3)noc1-2,0.1,-4,-1.6,11
O=C(Oc1ccc2c(=O)c(-c3ccccc3)coc2c1)N1CCOCC1,-0.1,-17,0.0,-4
COc1ccc(OC)c(NC(=O)c2sc3ncn(CC(=O)Nc4ccc(C)c(Cl)c4)c(=O)c3c2C)c1,0.1,-7,3.5,5
C=CCc1cc(/C=C2/SC(NC(C)=O)=NC2=O)cc(OCC)c1O,-0.1,-6,-0.3,2
Cc1ccc(-n2c(SCc3ccccc3Cl)nc3[nH]ncc3c2=O)cc1,0.1,5,2.2,-6
COc1cc(OC)nc(CSCCNC(=O)CCl)n1,-0.1,10,1.1,-1
COc1ccc(CCNC(=O)c2cc3c(s2)-c2ccccc2S(=O)(=O)C3)cc1OC,0.0,5,-1.2,-4
Cc1ccc2cc(CCNC(=O)c3cc4ccccc4oc3=O)c(=O)[nH]c2c1,0.0,0,0.1,-16

# New compounds follow.
canonical_smiles,FBW7 act,TEAD-YAP inh,GPR151 activ,MITF inh
COc1cc(/C=N/NC(=O)C2CC23CCC3)c([N+](=O)[O-])cc1OC (configuration not stated),-0.1,1,2.4,12
CC(C)CNC(=O)c1cccc(NC(=O)/C=C/C(=O)O)c1,0.0,11,1.6,9
Cc1cc2oc(=O)cc(Cn3ncc(Cl)c(Cl)c3=O)c2cc1C(C)C,0.5,7,-0.9,1
c1cncc(-c2nc3ccccc3s2)c1,0.0,-35,-4.1,7
O=C1CSC(=S)N1c1ccccc1F,0.0,0,1.0,-1
Cc1cc(=O)oc2c(N)c(O)ccc12,-0.2,-18,-6.7,9
CSc1cccc(NS(=O)(=O)c2ccc(C)cc2)c1,0.4,6,0.1,20
COC(=O)Cn1c(C)nc2ccccc21,-0.2,13,0.6,-15
O=c1c2nnn(-c3ccc(F)cc3)c2ncn1Cc1c(F)cccc1Cl,0.2,9,0.8,7
CC1(C)CC(=O)C(C(C2=C(O)CC(C)(C)CC2=O)c2ccc([N+](=O)[O-])s2)C(=O)C1 (configuration not stated),-0.1,10,1.7,19
C/C(CC(=O)Nc1ccc2c(c1)OCCO2)=N\NC(=O)c1cc(Cl)ccc1O,0.7,-12,-3.0,6
O=C(N=Nc1c(O)[nH]c2ccccc12)C1CCN(S(=O)(=O)c2ccccc2)CC1,-0.1,9,2.7,-8
COc1ccc(/C(O)=C/c2nc3ccc([N+](=O)[O-])cc3oc2=O)cc1,-0.2,-1,-0.5,9
FC(F)(F)c1cccc(CNc2nc(NC3CCN(Cc4ccccc4)CC3)nc3c2ncn3C2CCCCC2)c1,-0.1,-6,1.4,23
NC(=S)c1cc2cc(Br)cc(Br)c2oc1=O,0.2,1,0.1,-2
COc1cc(C#N)ccc1OCC(=O)Nc1ccccc1C,1.1,-2,-0.4,31
CCc1nc(NCc2ccco2)c2nnn(Cc3ccccc3)c2n1,-0.1,-4,0.3,5
NC(=O)c1c(NC(=O)c2cc([N+](=O)[O-])nn2Cc2ccccc2)sc2c1CCCC2,-0.2,-2,-0.5,1
CC(C)(C)C(=O)NC(C(N)=O)=C(Cl)Cl,0.2,1,0.6,6
CCCCN(CC)S(=O)(=O)c1ccccc1,0.1,0,-0.8,-27

# Full records, looked up by structure.
# `COc1ccc(C(=O)NN2C(=O)C3C4C=CC(C5CC45)C3C2=O)cc1` (configuration not stated) is listed as FBW7 act: 0.2; TEAD-YAP inh: 1; GPR151 activ: 0.4; MITF inh: -4
# `COc1ccc(N(CC(=O)Nc2ccc(C(N)=O)cc2)S(C)(=O)=O)cc1` is listed as FBW7 act: -0.1; TEAD-YAP inh: -9; GPR151 activ: 1.4; MITF inh: -22

# The list goes on.
canonical_smiles,FBW7 act,TEAD-YAP inh,GPR151 activ,MITF inh
CCc1ccc(NC(=O)C2CCCN(S(=O)(=O)c3cnc[nH]3)C2)cc1 (configuration not stated),-0.2,-7,0.2,-9
O=C(CN1C(=O)C2CCCCN2S(=O)(=O)c2ccccc21)N1CCOCC1 (configuration not stated),0.1,5,-0.3,16
CC(C)C(NC(=O)c1ccccn1)c1nnc2n1CCN(C/C=C/c1ccco1)CC2 (configuration not stated),-0.1,-5,1.8,11
CCc1ccc(S(=O)(=O)NCc2csc(-c3ccccc3)n2)cc1,0.1,-1,-1.1,-2
c1ccc(Cn2ncc3c2ncn2nc(-c4ccncc4)nc32)cc1,-0.1,3,-0.3,6
Cc1nonc1NC(=O)CNC1CCCCC1,0.0,-8,0.6,12
CCCCNS(=O)(=O)c1ccc(OCC(=O)NC(C)(C)C)cc1,0.0,9,-0.3,-1
O=C1CCCC2=C1C(c1ccccc1[N+](=O)[O-])c1c([nH]c(=O)[nH]c1=O)N2 (configuration not stated),-0.2,6,-0.2,5
O=C(Nc1cccc(C(F)(F)F)c1)c1cc2nc(-c3ccc(Cl)cc3)cc(C(F)(F)F)n2n1,0.1,0,-0.7,19
COCCNC1CCN(Cc2ccc(C(=O)OC)cc2)CC1,0.2,7,1.9,7
COc1cc(NC(=O)Cn2cc(C(=O)c3ccc(C)cc3)c(=O)c3ccccc32)cc(OC)c1,-0.1,4,-1.2,18
CCOc1ccc2nc(N3CCCC(NCCn4cccn4)CC3)nc(C)c2c1 (configuration not stated),0.0,5,0.2,-11
CCn1c(C(=O)O)c(CNCCC(C)C)c2ccccc21,0.1,8,-0.2,4
COc1ccc(CCNC(=O)/C=C/c2ccc([N+](=O)[O-])cc2)cc1OC,0.2,-9,-1.2,22
Clc1cccc(CN2CCN(c3ncccn3)CC2)c1Cl,-0.4,-4,-0.3,30
COCCCNC(=O)C(C)C1Sc2ccccc2N(Cc2cc(C)ccc2C)C1=O (configuration not stated),0.3,4,-0.3,12
Cc1cccc(OC(=O)c2ccncc2)c1,-0.1,-1,-0.2,1
CCC(C)(C)NC(=O)c1ccc2c(c1)N(CC(=O)NC1CCCC1)C(=O)C(C)(C)O2,-0.1,-10,-1.6,-19

# A portion of the results above:
canonical_smiles,FBW7 act,TEAD-YAP inh,GPR151 activ,MITF inh
CC(C)C(NC(=O)c1ccccn1)c1nnc2n1CCN(C/C=C/c1ccco1)CC2 (configuration not stated),-0.1,-5,1.8,11
CCc1ccc(S(=O)(=O)NCc2csc(-c3ccccc3)n2)cc1,0.1,-1,-1.1,-2
c1ccc(Cn2ncc3c2ncn2nc(-c4ccncc4)nc32)cc1,-0.1,3,-0.3,6
Cc1nonc1NC(=O)CNC1CCCCC1,0.0,-8,0.6,12
CCCCNS(=O)(=O)c1ccc(OCC(=O)NC(C)(C)C)cc1,0.0,9,-0.3,-1
O=C1CCCC2=C1C(c1ccccc1[N+](=O)[O-])c1c([nH]c(=O)[nH]c1=O)N2 (configuration not stated),-0.2,6,-0.2,5
O=C(Nc1cccc(C(F)(F)F)c1)c1cc2nc(-c3ccc(Cl)cc3)cc(C(F)(F)F)n2n1,0.1,0,-0.7,19
